Screening results deposited in PubChem by National Center for Advancing Translational Sciences (NCATS).
RGS4 inh: Inhibitors of Regulator of G Protein Signaling (RGS) 4: qHTS; Regulator of G-protein signaling 4 (Homo sapiens), P49798; Transcreener GDP fluorescence polarization, RGS4-accelerated GTP hydrolysis; Potency, µM (top dose mostly 114 µM), inactives show top-dose activity change, negative = inhibition, hits mostly inhibitors; 0.039% of 390,000 active; AID 504845, 2011; further: potency means the concentration at half of the fitted maximal effect; on the % scale 0 is the no-effect control and ±100 the full control effect; nearly all actives have a fitted effect of over 75% in size; some results filed as inactive show a strong effect at the top dose
Target sequence (P49798 whole entry, looked up): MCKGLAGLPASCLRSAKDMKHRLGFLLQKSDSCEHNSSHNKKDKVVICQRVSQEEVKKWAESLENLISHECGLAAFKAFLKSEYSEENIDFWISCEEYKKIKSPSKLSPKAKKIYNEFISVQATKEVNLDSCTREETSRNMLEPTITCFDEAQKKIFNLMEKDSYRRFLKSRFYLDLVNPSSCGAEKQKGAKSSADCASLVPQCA
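MLSMR compounds (23 nl, pin-transferred) preincubated 10 min at room temperature with a 500nM (2x) first reagent, then RGS4 at 900nM (2x) plus Transcreener GDP mix added; fluorescence polarization (620/688 nm) read before and after 90 min at 30 °C.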
Vif-APOBEC3F blk: qHTS for Inhibitors of Vif-A3F Interactions: qHTS; 0.2% of 390,000 active; AID 602313, 2012; Potency, µM (highest dose often 46.1 µM), for inactives: at the top dose activity, negative = active; HeLa A3F-eYFP + Vif (tagged APOBEC3F with the HIV-1 protein that degrades it), YFP fluorescence increase; further: potency means the concentration at half of the fitted maximal effect; % of control where 0% means no effect; nearly all actives have a fitted effect of over 65% in size
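HeLa cells stably expressing A3F-eYFP plus Vif, plated and incubated overnight at 37 deg C, then exposed to compounds overnight at 37 deg C. Blocked degradation read as raised yellow fluorescence (Ex 488/Em 500-530).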
Vif-A3G inh: qHTS for Inhibitors of Vif-A3G Interactions: qHTS; HeLa A3G-eYFP + Vif (tagged APOBEC3G with the HIV-1 protein that degrades it), YFP fluorescence, overnight; Potency, µM (doses to about 46.1 µM), for inactives: top-dose activity, negative = active, usual class: inhibitors; 0.076% of 410,000 active; AID 602310, 2012;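 further: potency means the concentration at half of the fitted maximal effect; on the % scale 0 is the no-effect control and ±100 the full control effect; nearly all actives have a fitted effect of over 60% in size; hits raise eYFP signal because A3G escapes Vif-driven loss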
Target sequence (Q9HC16 whole entry, looked up): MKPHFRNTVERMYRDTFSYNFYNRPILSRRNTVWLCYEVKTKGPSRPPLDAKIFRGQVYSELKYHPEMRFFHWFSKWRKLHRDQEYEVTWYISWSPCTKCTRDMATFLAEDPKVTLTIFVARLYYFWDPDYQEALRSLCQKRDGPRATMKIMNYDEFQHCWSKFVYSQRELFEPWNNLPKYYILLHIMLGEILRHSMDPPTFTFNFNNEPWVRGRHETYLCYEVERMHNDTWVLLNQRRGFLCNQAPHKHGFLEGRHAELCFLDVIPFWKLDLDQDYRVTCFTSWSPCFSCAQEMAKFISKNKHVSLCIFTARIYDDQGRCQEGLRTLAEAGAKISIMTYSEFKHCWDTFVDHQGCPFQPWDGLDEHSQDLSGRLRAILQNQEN
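Read-out is eYFP fluorescence (Ex 488/Em 500-530) from Vif-expressing HeLa A3G-eYFP cells; more signal means A3G escaped Vif-mediated degradation. Cells plated overnight, compound pinned in, incubated overnight at 37 deg C.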
TrxR1 substrate: qHTS Assay for Substrates of Mammalian Selenoprotein Thioredoxin Reductase 1 (TrxR1): qHTS; purified TrxR1 substrate turnover, NADPH consumption readout; Potency, µM (doses to about 114 µM), inactives show at the top dose activity change, negative = substrate turnover; 0.01% of 390,000 active; further: potency means the concentration at half of the fitted maximal effect; on the % scale 0 is the no-effect control and ±100 the full control effect; nearly all actives have a fitted effect of over 50% in size
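Rat TrxR1, dispensed at 90 nM, was prereduced with 400 uM NADPH (final) for 5 min at ~22 deg C, then incubated with compound 15 min before 400 uM selenite. A first-read NADPH fluorescence drop versus no-compound background flagged substrates.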
LDHA block: qHTS assay for inhibitors of human lactate dehydrogenase | L-lactate dehydrogenase A chain (Homo sapiens), P00338 | purified LDHA, NADH/diaphorase-resazurin fluorescence; hits give low values | activity change, % (values are at about 110 or 230 µM) | 0.15% of 480,000 active | AID 1347041, 2019; in the data active means activity change below about -30%; inconclusive means mostly about -25% to -30%;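 further: plate controls were DMSO wells for no effect and wells without enzyme for full effect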
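LDH5 2 nM; NADH 0.06 mM, pyruvate 0.2 mM; 200 mM Tris pH 7.4, EDTA, Tween-20; 5 min RT. Detection: diaphorase 0.133 mg/mL + resazurin 37 µM, fluorescence ex540/em590 at 0 and 20 min; normalized to enzyme-free and DMSO wells.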
Glioma ERSR ind: qHTS for Inducers of the Endoplasmic Reticulum Stress Response (ERSR) in Human Glioma: qHTS; U87-MG GRP78 promoter luciferase reporter, 16 h; 0.02% of 420,000 active; Potency, µM, inactives show top-dose activation, actives largely listed as activators; further: potency means the concentration at half of the fitted maximal effect; series mostly up to about 76 µM; % of control where 0% means no effect; nearly all actives have a fitted effect of over 35% in size
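Stably transfected U87-MG human glioma cells carrying a GRP78-based luminescent sensor were seeded at 1000 cells/well, pin-dosed with compounds and incubated 16 h. Luciferase reagent was then added, and end-point luminescence was read after 10 min at room temperature.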
rTrxR1 inhibitor: qHTS Assay for Inhibitors of Mammalian Selenoprotein Thioredoxin Reductase 1 (TrxR1): qHTS; AID 588453, 2011; Thioredoxin reductase 1, cytoplasmic (Rattus norvegicus), O89049; recombinant rTrxR1, NADPH fluorescence consumption, selenite substrate; Potency, µM (titrated, usually from 114 µM), inactives show at the highest dose activity change, negative = inhibition, usual class: inhibitors; 1% of 390,000 active; further: potency means the concentration at half of the fitted maximal effect; on the % scale 0 is the no-effect control and ±100 the full control effect; nearly all actives have a fitted effect of over 65% in size
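Rat TrxR1 (90 nM in the dispensed reagent) was pre-reduced with 400 uM NADPH for 5 min at room temperature, then incubated with compound for 15 min. After 400 uM selenite was added, NADPH fluorescence (Ex 340/Em 450 nm) was followed for 8 min.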
IDH1 R132H inh: qHTS for Inhibitors of mutant isocitrate dehydrogenase 1 (IDH1): qHTS. Isocitrate dehydrogenase [NADP] cytoplasmic (Homo sapiens), O75874. IDH1-R132H enzyme, NADPH consumption, diaphorase/resazurin fluorescence. Potency, µM (doses to about 76.6 µM), for the others: top-dose activity change, negative = inhibition, hits mostly inhibitors. 0.093% of 390,000 active; further: potency means the concentration at half of the fitted maximal effect; on the % scale 0 is the no-effect control and ±100 the full control effect; nearly all actives have a fitted effect of over 65% in size
Target sequence (O75874 whole entry R132H, stated change not applied): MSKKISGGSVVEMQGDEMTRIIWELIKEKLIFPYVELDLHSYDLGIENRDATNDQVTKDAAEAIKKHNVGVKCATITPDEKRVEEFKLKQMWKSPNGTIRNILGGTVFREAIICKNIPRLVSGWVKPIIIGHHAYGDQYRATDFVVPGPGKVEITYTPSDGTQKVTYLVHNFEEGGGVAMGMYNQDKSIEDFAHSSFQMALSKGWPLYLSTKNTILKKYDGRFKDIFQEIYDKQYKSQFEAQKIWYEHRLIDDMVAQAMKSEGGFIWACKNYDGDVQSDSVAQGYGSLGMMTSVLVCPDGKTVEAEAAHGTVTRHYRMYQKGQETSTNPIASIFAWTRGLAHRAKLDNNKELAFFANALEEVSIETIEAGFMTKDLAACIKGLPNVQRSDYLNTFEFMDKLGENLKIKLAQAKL
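IDH1-R132H (0.5 ug/mL dispensed) in pH 7.5 Tris buffer was preincubated 30 min with compound, then given a substrate mix of 0.016 mM NADPH and 2 mM alpha-KG for 80 min at room temperature; remaining NADPH was read by diaphorase/resazurin fluorescence.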
USP1 inh: Inhibitors of USP1/UAF1: Primary Screen; Potency, µM (series often up to 57.1 µM), for the others: at the top dose activity change, negative = inhibition, usual class: inhibitors; 0.23% of 390,000 active; AID 743255, 2014; Ubiquitin carboxyl-terminal hydrolase 1 (Homo sapiens), O94782; recombinant USP1/UAF1, Ub-Rhodamine cleavage fluorescence; further: potency means the concentration at half of the fitted maximal effect; on the % scale 0 is the no-effect control and ±100 the full control effect; nearly all actives have a fitted effect of over 60% in size; inactives centre near -12
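USP1/UAF1 complex (1 nM) preincubated 15 min at room temperature with compound, then Ub-Rho substrate (150 nM final) added. Kinetic fluorescence at 480/540 nm over 6 reads at 60 s intervals; 50 mM HEPES pH 7.8, 0.5 mM EDTA, 0.1 mg/ml BSA, 1 mM TCEP, 0.01% Tween-20.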
Active calls of the source: *; ? = inconclusive; · = no result given; & = joins results of further samples; [ ] = remark or other dose. Unless noted, the call rests on the fitted dose curve; in most records, active means well fitted curve in the direction sought with a large enough effect; inconclusive means small, poorly fitted or top-dose-only effect, or another doubt; inactive means no such curve, though single readings can be large; an effect the other way counts as inactive or inconclusive.

SMILES	RGS4 inh	Vif-APOBEC3F blk	Vif-A3G inh	TrxR1 substrate	LDHA block	Glioma ERSR ind	rTrxR1 inhibitor	IDH1 R132H inh	USP1 inh
COc1ccc(NC(=O)C2CCN(S(=O)(=O)c3cccnc3)CC2)cc1Cl	7%	0%	1%	6%	-9	-1%	13%	0%	-12%
Cc1nn(CC#N)c(=O)n1-c1ccccc1	-29%	9%	0%	-1%	-1	-4%	-3%	9%	-7%
CC1C(=O)CCN(C(C)C)C1C (stereo not given)	-24%	3%	-3%	-5%	-4&-1	1%	-10%	2%	-9%
C/C=C/C(=O)OCC(=O)Nc1ccc(SC(F)F)cc1	-6%	-18%	-7%	55%	-4	6%	19%[57.1 µM]	5%	-17%
CCOC(=O)c1c(C)c(C(=O)Nc2cc(OC)ccc2OC)c(C)n1CC	12%	-2%	?	-4%[57.1 µM]	5	2%	-8%[57.1 µM]	-2%	-1%
Cc1ccc(NCC(=O)Nc2cccc(S(=O)(=O)N(C)C)c2)cc1S(=O)(=O)N1CCCCCC1	-4%	9%	2%	-7%	-1	-3%	-1%	3%	-17%
Cc1ccc(NC(=O)NCc2cccn2Cc2ccccc2)c(C)c1	3%	1%	-3%	-3%[57.1 µM]	1	-3%	13%[57.1 µM]	-14%	-7%
N#Cc1c(NC(=O)C2CC(c3ccccc3O)=NO2)sc2c1CCC2 (stereo not given)	-2%	-5%	-1%	-16%	1	2%	-19%	2%	-1%
CCC(C)Sc1nc2c(c(=O)n1C)SC(C)C2 (stereo not given)	3%	10%	2%	-3%[57.1 µM]	2	0%	13%[57.1 µM]	-2%	-12%
CC(C(=O)O)n1cc(Cl)cn1 (stereo not given)	16%	-2%	0%	6%[57.1 µM]	-7	-4%	18%[57.1 µM]	4%	-13%
Cc1ccccc1NC(=O)c1c(NC(=O)c2cccs2)sc2c1CCC(C)C2 (stereo not given)	16%	-5%	-1%	15%	-7	-1%	-15%	-14%	-33%
CC(C)NC(=O)N(C)C[C@@H]1Oc2cc(Br)ccc2S(=O)(=O)N([C@@H](C)CO)C[C@H]1C	·	0%	-2%	·	-4	4%	·	-5%	-24%
C=CCn1c(SCC(=O)N2CCCC2)nc2cc(C(=O)NCC3CCCO3)ccc2c1=O (stereo not given)	10%	-3%	3%	-2%	-2	0%	-9%	1%	-3%
CC(C)n1c(N2CCN(CC(=O)NCc3cccs3)CC2)nc2ccccc21	14%	·	-3%	-1%	-8	0%	-29%	4%	-25%
O=C(NCCS(=O)(=O)NCc1ccc(F)cc1)c1ccccc1	-32%	?	1%	-5%	0	-6%	1%	-9%	4%
CN(Cc1ccccc1)c1ncnc2onc(-c3ccc(F)cc3)c12	13%	-9%	-5%	4%	0	-5%	23%	-1%	?
c1cc2c(cc1CN1CCOCC1)OCO2	15%	3%	0%	9%[57.1 µM]	-11	-1%	5%[2.29 µM]	0%	-6%
O=C1CSC(c2ccc([N+](=O)[O-])cc2)N1CCN1CCCCC1 (stereo not given)	19%	4%	-1%	3%[57.1 µM]	-16	-3%	8%[57.1 µM]	-1%	-15%
Cc1ccccc1-c1cc(C(=O)NCc2ccc3c(c2)OCO3)n(CC2CC(c3cccnc3)=NO2)n1 (stereo not given)	13%	4%	0%	-8%	0	-4%	-3%	11%	-20%
CCOc1ccccc1CNc1ncnc2ccc(-c3c(C)noc3C)cc12	-29%	-6%	-11%	1%	-12	-7%	?	·	·
O=C(NCc1ccccn1)c1ccc(=O)oc1	4%	-2%	1%	-16%	2	0%	-25%	-1%	-3%
O=C(COC(=O)C12CC3CC(CC(Br)(C3)C1)C2)N1CCOCC1	-26%	4%	1%	14%	-1	-2%	40%	8%	-5%
CCC(=O)Nc1cc(C(=O)OC(C(=O)c2ccc(C)c(C)c2)c2ccccc2)ccc1C (stereo not given)	2%	2%	-6%	-5%[57.1 µM]	1	-2%	16%	0%	-15%
COc1ccccc1CN(C)C(=O)C(c1ccccc1)c1ccccc1	-8%	-2%	-18%	-11%	-1	-6%	-13%	4%	-17%
N/C(Cc1ccc(Cl)cc1)=N\OC(=O)CCc1ccccc1	·	-3%	0%	·	0	2%	·	0%	-21%
CC(c1ccccc1)n1cc2c(c1-c1ccccc1Br)c(=O)n(C)c(=O)n2C (stereo not given)	-13%	-3%	-1%	-7%	-11	-4%	-2%	?	2%
Cc1c(Cl)cnc(NC(=O)COC(=O)c2ccc([N+](=O)[O-])s2)c1Cl	?	-8%	-4%	1%	27	-3%	?	1%	18µM*
CCOc1ccccc1C(=O)N(Cc1ccco1)Cc1ccccc1F	-38%	-7%	3%	-2%	2	-4%	20%	5%	-5%
COc1cc(C2NC(=O)N(C)C3=C2C(=O)N(c2cccc(Cl)c2)C3)ccc1O (stereo not given)	-5%	-3%	-5%	4%	-3	-4%	-12%[11.4 µM]	-2%	-30%
O=c1c2c3nc4ccccc4nc3n(/N=C/c3ccco3)c2ncn1CCC1=CCCCC1	-32%	-7%	2%	-7%	9	2%	-35%	1%	?
Cc1cc(NS(=O)(=O)c2ccc(NC(=O)c3cccc(OC(F)F)c3)cc2)nc(C)n1	23%	6%	0%	-4%[57.1 µM]	-10	-4%	-4%[57.1 µM]	-15%	-18%
C=CCN1C(=NC(=O)CCC(=O)O)SC2CS(=O)(=O)CC21 (stereo not given)	16%	-10%	0%	-6%	0	-5%	-4%	0%	-9%
O=C(NCCCN1CCOCC1)c1cc(Cl)ccc1[N+](=O)[O-]	2%	-10%	0%	-15%	-7	-2%	-20%	6%	-17%
COc1ccc(CN2C(=O)C(CC(=O)NCc3ccco3)CC(C(=O)N(C(C)C)C(C)C)=C2C)cc1 (stereo not given)	·	2%	1%	·	-13	5%	·	-7%	-19%
Nc1nn(-c2ccccc2)nc1C(=O)OCc1ccccc1Br	16%	4%	-1%	111%[activator]	-8	0%	41%[activator]	-2%	-15%
N#CCN1CCN(CC(=O)Nc2ccc(OCc3ccccc3)cc2)CC1	-3%	0%	0%	0%[57.1 µM]	-2	1%	21%[57.1 µM]	-1%	-6%
CC(C)(NC(=O)N1CCCC1)c1cccc(C(C)(C)NC(=O)N2CCCC2)c1	8%	9%	-3%	11%[57.1 µM]	-3	-5%	14%[57.1 µM]	0%	4%
COc1cc(CN2CCSCC2)cc(OC)c1OC	-12%	-2%	0%	0%	-13	4%	-1%	4%	-12%

Arranged by count of non-hydrogen atoms (smallest number first): part of the list above
SMILES	RGS4 inh	Vif-APOBEC3F blk	Vif-A3G inh	TrxR1 substrate	LDHA block	Glioma ERSR ind	rTrxR1 inhibitor	IDH1 R132H inh	USP1 inh
COc1cc(CN2CCSCC2)cc(OC)c1OC	-12%	-2%	0%	0%	-13	4%	-1%	4%	-12%
C=CCN1C(=NC(=O)CCC(=O)O)SC2CS(=O)(=O)CC21 (stereo not given)	16%	-10%	0%	-6%	0	-5%	-4%	0%	-9%
Nc1nn(-c2ccccc2)nc1C(=O)OCc1ccccc1Br	16%	4%	-1%	111%[activator]	-8	0%	41%[activator]	-2%	-15%
CCOc1ccccc1C(=O)N(Cc1ccco1)Cc1ccccc1F	-38%	-7%	3%	-2%	2	-4%	20%	5%	-5%
N#CCN1CCN(CC(=O)Nc2ccc(OCc3ccccc3)cc2)CC1	-3%	0%	0%	0%[57.1 µM]	-2	1%	21%[57.1 µM]	-1%	-6%
CC(C)(NC(=O)N1CCCC1)c1cccc(C(C)(C)NC(=O)N2CCCC2)c1	8%	9%	-3%	11%[57.1 µM]	-3	-5%	14%[57.1 µM]	0%	4%
Cc1cc(NS(=O)(=O)c2ccc(NC(=O)c3cccc(OC(F)F)c3)cc2)nc(C)n1	23%	6%	0%	-4%[57.1 µM]	-10	-4%	-4%[57.1 µM]	-15%	-18%
O=c1c2c3nc4ccccc4nc3n(/N=C/c3ccco3)c2ncn1CCC1=CCCCC1	-32%	-7%	2%	-7%	9	2%	-35%	1%	?

These rows are one share of the data (hit frequency here may not be typical).
